# High-throughput results (PubChem BioAssay)
# Dicer inh: inhibitors of human Dicer processing of pre-microRNA; z-score at 25 µM; Q9UPY3; 6% of 47,000 active; cat-ELCCA pre-miR-21 Dicer processing, chemiluminescence; stronger effect = higher value; AID 1347074; in the data active means z-score above about 3, passing the limit was not always enough;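 further: plate controls were vehicle for no effect and no enzyme for full effect; higher signal means more uncleaved substrate so more Dicer inhibition; strong numbers were not always called active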
# Target sequence (Q9UPY3 whole entry, looked up): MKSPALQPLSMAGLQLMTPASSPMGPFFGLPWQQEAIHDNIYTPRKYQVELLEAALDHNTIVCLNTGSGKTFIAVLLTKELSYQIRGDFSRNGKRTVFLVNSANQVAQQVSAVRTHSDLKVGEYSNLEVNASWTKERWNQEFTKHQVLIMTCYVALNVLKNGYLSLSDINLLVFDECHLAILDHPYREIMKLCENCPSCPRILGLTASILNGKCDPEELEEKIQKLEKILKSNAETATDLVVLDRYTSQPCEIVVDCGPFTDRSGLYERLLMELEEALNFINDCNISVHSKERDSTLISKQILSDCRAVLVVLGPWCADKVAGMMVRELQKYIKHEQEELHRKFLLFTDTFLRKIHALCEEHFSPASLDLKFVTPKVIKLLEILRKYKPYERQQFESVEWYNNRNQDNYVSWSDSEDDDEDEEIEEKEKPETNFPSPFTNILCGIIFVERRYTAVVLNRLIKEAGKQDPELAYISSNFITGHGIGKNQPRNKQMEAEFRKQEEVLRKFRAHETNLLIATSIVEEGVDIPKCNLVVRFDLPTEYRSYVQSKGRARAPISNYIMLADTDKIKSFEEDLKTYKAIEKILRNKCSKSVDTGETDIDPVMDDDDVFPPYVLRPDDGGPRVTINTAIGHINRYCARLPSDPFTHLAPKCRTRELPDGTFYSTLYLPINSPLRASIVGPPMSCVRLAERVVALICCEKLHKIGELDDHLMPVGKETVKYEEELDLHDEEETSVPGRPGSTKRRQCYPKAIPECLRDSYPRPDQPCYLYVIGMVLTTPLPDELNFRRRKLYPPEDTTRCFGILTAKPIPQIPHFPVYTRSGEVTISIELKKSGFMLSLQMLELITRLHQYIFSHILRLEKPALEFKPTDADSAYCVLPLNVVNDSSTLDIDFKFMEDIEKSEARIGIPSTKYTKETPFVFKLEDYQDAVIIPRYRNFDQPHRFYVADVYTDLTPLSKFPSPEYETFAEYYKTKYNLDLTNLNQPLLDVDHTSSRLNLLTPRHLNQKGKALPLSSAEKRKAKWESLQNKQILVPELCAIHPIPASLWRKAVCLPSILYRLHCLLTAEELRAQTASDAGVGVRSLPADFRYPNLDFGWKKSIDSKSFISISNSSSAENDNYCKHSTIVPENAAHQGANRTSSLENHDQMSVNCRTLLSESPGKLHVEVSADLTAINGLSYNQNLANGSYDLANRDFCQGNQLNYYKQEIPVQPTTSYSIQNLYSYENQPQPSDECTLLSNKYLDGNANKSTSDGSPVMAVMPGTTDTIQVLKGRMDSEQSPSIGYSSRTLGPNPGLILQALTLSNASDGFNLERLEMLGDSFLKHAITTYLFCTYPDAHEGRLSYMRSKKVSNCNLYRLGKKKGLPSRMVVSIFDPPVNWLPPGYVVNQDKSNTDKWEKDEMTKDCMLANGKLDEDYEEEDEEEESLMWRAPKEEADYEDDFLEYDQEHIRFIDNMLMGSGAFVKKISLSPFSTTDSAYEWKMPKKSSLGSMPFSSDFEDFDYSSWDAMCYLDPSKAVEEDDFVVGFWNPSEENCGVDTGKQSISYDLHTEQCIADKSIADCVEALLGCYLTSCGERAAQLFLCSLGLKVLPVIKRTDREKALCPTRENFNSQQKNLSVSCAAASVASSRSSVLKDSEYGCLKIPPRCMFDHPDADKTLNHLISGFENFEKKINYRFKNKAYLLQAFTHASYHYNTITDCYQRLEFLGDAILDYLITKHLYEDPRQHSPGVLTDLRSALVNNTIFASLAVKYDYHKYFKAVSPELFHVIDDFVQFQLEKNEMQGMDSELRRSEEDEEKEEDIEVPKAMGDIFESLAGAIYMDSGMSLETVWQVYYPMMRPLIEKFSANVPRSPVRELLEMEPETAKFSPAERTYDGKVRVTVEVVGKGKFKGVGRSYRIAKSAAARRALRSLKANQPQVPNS
# Active calls of the source: *; & = joins results of further samples.
entry	SMILES	Dicer inh
1	Cc1nc(C(F)(F)F)ccc1C(=O)O/N=C(\N)c1cnccn1	-0.39
2	O=C(CCCN1CCN2CCCCC2C1)c1ccc(F)cc1 (stereo not given)	-0.38
3	C=CCc1ccc(Cc2ccc([N+](=O)[O-])cc2)c(OC)c1	2.98
4	Cc1ccc2c(c1)OC(=O)CC2c1ccccc1 (stereo not given)	0.47
5	Nc1ccc2oc(-c3ccccc3)nc2c1	0.65
6	Cc1cccc(C)c1-n1c(C2CC3CCC2O3)n[nH]c1=S (stereo not given)	1.67
7	O=C(N=Nc1c(O)[nH]c2ccc(Br)cc12)c1ccncc1	13.8
8	N/C(=N\O)c1cccc(Cl)c1Cl	0.75
9	CC1CCC2C(=O)N(c3ccc(C(=O)O)cc3)C(=O)C2C1 (stereo not given)	1.85
10	COc1cccc(NC(=O)c2cc(C)n(Cc3cccs3)c2C)c1	-0.64
11	O=C(c1ccccc1)c1ccccc1C(=O)c1ccccc1	-0.46
12	CC(C)c1ccc(OCC(O)Cn2c[n+](C)c3ccccc32)cc1 (stereo not given)	-0.56
13	Cc1nc(C)c(-c2csc(Nc3ccc(O)cc3)n2)s1	6.13*
14	COC(=O)c1cc(=O)n2c(c1C(=O)c1cccs1)SCC2	6.85*
15	CS(=O)(=O)/C(C#N)=C/c1c(-c2ccccc2)nc2n1CCS2	1.54
16	NC(=O)C1CCN(C(=O)CN2C(=O)c3cccc4cccc2c34)CC1	-1
17	CS(=O)(=O)N1CCN(c2ccnc3cc(Cl)ccc23)CC1	-0.09
18	CC(C)(C)C(=O)CSc1nc2ccccc2c(=O)n1CC1CC1	-0.33
19	Cn1cccc1CNCc1ccccn1	-0.3
20	Cn1c2c(c(=O)n(C)c1=O)C(c1cccc(F)c1)C1C(=O)c3ccccc3C1=N2 (stereo not given)	-0.17
21	CCOC(=O)C1=C(C)Nc2nc3ccccc3n2C1c1sccc1C (stereo not given)	-0.78
22	Fc1cccc(/C=N/N=C/c2cccc(F)c2)c1	-0.56
23	CN(C)n1cccc1/C=C(\C#N)S(=O)(=O)c1ccccn1	7.39
24	CNc1oc(-c2ccccc2)nc1C#N	-1.22
25	CN(C)CCOC(=O)COc1ccc(Cl)cc1	1.8
26	Cc1cc2nc(-c3ccc4c(c3)CCC4)cc(C(F)(F)F)n2n1	-0.45
27	Cc1cccc(-c2noc(-c3cc(C)cc(C)c3)n2)c1	1.11
28	N[C@@H](Cc1ccccc1)c1nnc(SCc2ccc(Cl)cc2)o1	-2.33
29	CSc1nn2c(=O)c(Cc3ccccc3)nnc2s1	3.19*
30	COc1ccc(N(C(C)C(=O)O)S(C)(=O)=O)cc1 (stereo not given)	2.31
31	CSc1ncnc2c1nnn2Cc1ccccc1Cl	1
32	COc1ccc(Br)cc1CN1CCC(N2CCCCC2)CC1	0.73
33	CCOc1ccccc1NC1OC(=O)c2ccccc21 (stereo not given)	0.21
34	Cc1ccc(S(=O)(=O)c2ccc(Cl)cc2)cc1S(=O)(=O)NCc1ccco1	0.56
35	COc1cc(N2C(=O)CSC2=S)cc(OC)c1OC	-0.59
36	COc1ccccc1NC(=O)NC1CCN(c2ncc(C(F)(F)F)cc2Cl)CC1	-0.63
37	COC(=O)CSc1ncnc2cc(OC)c(OC)cc12	-1.49
38	CCOC(=O)c1sc(SC)nc1NC(=O)C(Cl)Cl	0.94
39	Cc1nn(-c2cc(C(F)(F)F)ccc2Cl)c(N)c1C(N)=S	-1.04
40	CN(C)NC(=O)Cn1nnc(-c2cc(Cl)cc(Cl)c2)n1	1.01

# As entered above:
# Dicer inh, cpd 31 : 1
# Dicer inh, cpd 38 : 0.94
# Dicer inh, cpd 37 : -1.49
# Dicer inh, cpd 35 : -0.59

# Later entries
entry	SMILES	Dicer inh
41	COC(=O)[C@@H](NC(=O)c1cc(C)on1)C(C)C	1.22
42	O=S1(=O)CC(c2ccccc2)CS(=O)(=O)C1CCN1CCOCC1 (stereo not given)	-1.42
43	CCOC(=O)c1sc2nc3c(cc2c1N)COC(C(C)C)C3 (stereo not given)	-0.52
44	CNC(=S)N/N=C(\C)c1ccccc1	1.61
45	COc1cc(NC(=O)c2ccccc2)c(C)cc1N	0.05
46	CN(C)c1ccc(C2N(C)c3ccccc3N2C)cc1	-3.63
47	CC(C)Cn1c(NCc2ccco2)nc2c1c(=O)[nH]c(=O)n2C	4.5*
48	Clc1ccc2c(c1)c(-c1ccccc1)nc1nnnn12	1.78
49	O=C(c1cccnc1)N(c1ccc2oc(=O)sc2c1)S(=O)(=O)c1ccc(Cl)cc1	10.4*
50	CN1C(=O)c2cccc3c(S(=O)(=O)Nc4ccc(O)c(C(=O)O)c4)ccc1c23	0.07

# In the list so far, these contain a furan ring, fused or not.
entry	SMILES	Dicer inh
34	Cc1ccc(S(=O)(=O)c2ccc(Cl)cc2)cc1S(=O)(=O)NCc1ccco1	0.56
47	CC(C)Cn1c(NCc2ccco2)nc2c1c(=O)[nH]c(=O)n2C	4.5*

# (more compounds)
entry	SMILES	Dicer inh
51	CCOC(=O)C(N)CCCCN (stereo not given)	0.47
52	N#Cc1nc(-c2ccccc2OC(F)(F)F)oc1N	10.6
53	CC1CN(S(=O)(=O)c2cccc(-c3cn4cccnc4n3)c2)CC(C)O1 (stereo not given)	0.55
54	N#CCCN(C(=S)Nc1cccc(C(F)(F)F)c1)C1CCCCC1	-1.09
55	COc1ccccc1-n1cnc2cc(Nc3nnc(C)c4ccccc34)ccc21	-0.27
56	COc1cc(C2CC(=O)NC(SCc3ccccc3)=C2C#N)ccc1O (stereo not given)	1.2
57	CC(C)Oc1ccccc1Oc1ccc([N+](=O)[O-])cn1	14.5*
58	Cc1cnc(NC(=O)C2=C(O)c3ccccc3S(=O)(=O)N2C)s1	0.61&0.98
59	O=S(=O)(NCC(O)c1ccccc1)c1ccc(-c2ccccn2)s1 (stereo not given)	1.09
60	Nc1nccc(-c2nn(-c3ccc(F)cc3)ccc2=O)n1	0.22
61	Nc1ncnc2c1nc(N/N=C/c1ccnc3ccccc13)n2[C@H]1O[C@@H](CO)[C@H](O)[C@@H]1O	-2.02
62	N#Cc1ccc(/C=N/Nc2ccccc2)nc1SCc1ccc(Cl)cc1	-0.65
63	O=c1/c(=C\c2ccc(F)cc2)sc2n1C(c1cccs1)C1=C(N=2)c2ccccc2CC1 (stereo not given)	0.25
64	CN(C)/C=C(\C#N)C(=O)N(C)c1ccc(F)cc1F	-0.77
65	C=CCNc1nc2c(c(=O)n(C)c(=O)n2C)n1CCC(C)C	1.53
66	NC(=S)Nc1cc(Cl)cc(Cl)c1	-1.34
67	CCOc1ccc(C2c3c(oc4ccc(C)cc4c3=O)C(=O)N2c2ccccn2)cc1 (stereo not given)	1.08
68	CC(C)(C)S(=O)(=O)/C(C#N)=C/N/N=C/c1c(Cl)cccc1Cl	-1.92
69	CCCCOC(=O)C1=C(C)NC2=C(C(=O)CCC2)C1c1cc(Br)c(O)c(OCC)c1 (stereo not given)	3.23*
70	O=C(O)c1ccc(N2C(=O)C3CC=CCC3C2=O)cc1Cl (stereo not given)	1.49

# Laid out differently: 3 of the compounds above.
53. CC1CN(S(=O)(=O)c2cccc(-c3cn4cccnc4n3)c2)CC(C)O1 (stereo not given)
  Dicer inh = 0.55

54. N#CCCN(C(=S)Nc1cccc(C(F)(F)F)c1)C1CCCCC1
  Dicer inh = -1.09

55. COc1ccccc1-n1cnc2cc(Nc3nnc(C)c4ccccc34)ccc21
  Dicer inh = -0.27

# Later entries.
entry	SMILES	Dicer inh
71	FC(F)(F)c1cc(Cl)c2nc(-c3ccc(Cl)cc3)nn2c1	-1.37
72	C=CCSc1nnc2c(n1)OC(C)=Nc1ccc(Br)cc1-2	1.42
73	FC(F)(F)c1cc(Nc2nc(C(F)(F)F)cs2)cc(C(F)(F)F)c1	-1.15
74	O=C(CN1CCCCC1)N1N=C2c3ccccc3CCC2C1c1ccc(F)cc1 (stereo not given)	-1.25
75	CCCC(=O)N1c2ccccc2N=C(c2ccccc2)CC1c1ccccc1 (stereo not given)	0.62
76	O=C1CC(=O)CC(c2cccc(C(F)(F)F)c2)C1	-2.76
77	N#C/C(=C\c1ccc(Cl)cc1Cl)C(N)=S	-0.55
78	CSc1ncccc1C(=O)NC1(O)C(=O)c2ccccc2C1=O	-5.26
79	CN(C)CCCNc1nc(-c2ccc(Cl)cc2)nc2ccccc12	2.01
80	Cc1nc([N+](=O)[O-])cn1CC(=O)c1ccc(F)cc1	0.01
81	CN=C(NC#N)NCCSCc1nc[nH]c1C	-0.79&-0.48
82	COCCn1c(-c2ccccc2)nc(=S)c2c1CC(C)(C)OC2	-0.39
83	O=C(Nc1nnc(COc2ccc(Cl)cc2)s1)c1ccco1	3.99*
84	Cc1nc2cc(Cl)ccc2c(=O)n1CC1CCCO1 (stereo not given)	-1
85	CCOC(=O)C(NC(=O)Nc1ccccc1)(Nc1cccc(C)c1)C(F)(F)F (stereo not given)	-1.3
86	O=C(C1=C(O)C(=O)N(CCCN2CCOCC2)C1c1cccnc1)c1ccco1 (stereo not given)	-0.25
87	COc1ccc(C2CC(=O)C3=C(C2)Nc2ccccc2NC3c2ccc(F)c(Br)c2)cc1 (stereo not given)	5.2*
88	CNCCNS(=O)(=O)c1ccc(N2C(=O)CC3(CCCC3)C2=O)c(Cl)c1	-0.67
89	Cc1ccc(Cn2nc(C)c(NC(=O)c3nc4nc(C)cc(C(F)F)n4n3)c2C)cc1	-0.06
90	OC(CSc1nc(-c2ccccc2)ns1)C(F)(F)F (stereo not given)	-0.61

# Later entries:
cpd | SMILES | Dicer inh
91 | O=[N+]([O-])c1ccc(CSc2c(Cl)cncc2Cl)c(Cl)c1 | 1.32
92 | COc1ccccc1-c1ccnc2c(-c3ccc(Br)cc3)c(C)nn12 | -1.27
93 | NC(=S)N=Nc1c(O)[nH]c2ccccc12 | -0.65
94 | CCC(C)Nc1nc2c(cc1C#N)COC(C)(C)C2 (stereo not given) | -2.3
95 | COc1cc(C2Nc3ccccc3S2)cc(OC)c1OC (stereo not given) | 0.38
96 | Clc1ccc2[nH]c3ccccc3c2c1 | 0.82
97 | COc1cc(C2C3=C(Nc4c2c(=O)[nH]c(=O)n4C)c2ccccc2C3=O)ccc1O (stereo not given) | 0.44
98 | Cc1ccc(Cn2c3ccccc3n3cc(C)nc23)cc1 | 0.23
99 | CCc1sc(NC2=NS(=O)(=O)c3ccccc32)nc1-c1ccccc1 | -0.27
100 | c1nc(N2CCOCC2)c2[nH]cnc2n1 | 0.08
101 | CC1(C)NC(=O)N(CC(O)COc2ccccc2-c2ccccc2)C1=O (stereo not given) | 0.89
102 | O=C(CSC1=NCCCCC1)c1ccc([N+](=O)[O-])cc1 | -2.07
103 | COc1ccc(-c2[nH]ncc2/C=C(\C#N)S(C)(=O)=O)cc1 | -0.1
104 | O=C(CSCCc1ccccn1)Nc1ccccc1Br | 1.35
105 | N#CC(Cc1ccccc1)Sc1ccccc1 (stereo not given) | -0.28
106 | CCOC(=O)Cn1c(-c2cccs2)nc(-c2ccccc2)c1-c1ccccc1 | 0.33
107 | COc1ccc2oc(C)c(C(O)c3cc4ccccc4o3)c2c1 (stereo not given) | 1.81
108 | COc1ccc(CNc2oc(C)nc2C#N)cc1 | 1.37
109 | CN(C)CCN1C(=O)C(=O)/C(=C(/O)c2ccc(S(=O)(=O)N(C)C)cc2)C1c1ccccc1F (stereo not given) | 1.2
110 | O=c1oc2ccccc2c2c1ncn2CCCN1CCOCC1 | 0.33
111 | CCOC(=O)c1nn(-c2ccccc2Cl)cc(Sc2nnc(C(F)(F)F)n2C)c1=O | -0.31
112 | CC12CCC3C4=C(CCC3C1CC[C@]2(C)O)CC(=O)CC4 (stereo not given in full) | -1.36
113 | Cc1onc(-c2ccccc2)c1C(=O)Nc1ccc(OC(=O)c2c(-c3ccccc3)noc2C)cc1 | -1.53
114 | C=CCSc1nc(C)cc(C(=O)OCC)c1C#N | -4.35
115 | Fc1ccc(CN2CCN(C3CCCCC3)CC2)cc1 | -0.45
116 | Cn1c2ccccc2n2c(=O)cc(-c3ccccc3)c(C#N)c12 | -0.62
117 | O=C(Nc1ccccc1)Oc1cccc(N2CCOCC2)c1 | 3.3*
118 | CS(=O)(=O)c1sc(C#N)c2c1C(=O)CC(c1ccccc1)C2 (stereo not given) | 5.69*
119 | CC1CCCN(S(=O)(=O)c2cccc(-c3cn4cccnc4n3)c2)C1 (stereo not given) | 0.57
120 | COc1ccc(C2C(C(=O)c3ccc(C)o3)=C(O)C(=O)N2Cc2cccnc2)cc1 (stereo not given) | 0.73

# 2 entries from above, with each value named:
117: O=C(Nc1ccccc1)Oc1cccc(N2CCOCC2)c1
  Dicer inh = 3.3*

118: CS(=O)(=O)c1sc(C#N)c2c1C(=O)CC(c1ccccc1)C2 (stereo not given)
  Dicer inh = 5.69*

# Continued:
cpd | SMILES | Dicer inh
121 | Cc1nnsc1C(=O)NN(C)c1cnc2ccccc2n1 | -0.57
122 | CC1=C(C(=O)OC2CCCC2)C(c2cc3c(cc2Cl)OCO3)C2=C(CCCC2=O)N1 (stereo not given) | -0.28
123 | O=C(CSc1ncn[nH]1)Nc1ncccn1 | 0.99
124 | Cn1c(-c2ccccc2)cnc1NCc1cc(Br)ccc1F | 1.15
125 | COC(=O)c1sccc1NC(=O)CC1C(=O)NCCN1C(=O)Nc1ccc(F)cc1F (stereo not given) | 0.59
126 | Cc1ccn2c(=O)c(NC(=O)c3ccc(C(C)(C)C)cc3)cnc2c1 | 1.86
127 | C(=C\c1ccccc1)/CSc1ccccn1 | -0.19
128 | CCCc1[nH]nc2c1C(c1ccc(O)cc1)C(C#N)=C(N)O2 (stereo not given) | -1.98
129 | O=c1oc(-c2cccs2)nc2sc3c(c12)CCCCC3 | 0.26
130 | COc1cc(/C=C/c2nc(=O)c3ccccc3o2)ccc1O | 1.25
131 | Cc1ccc(C(=O)CSc2nc(C)cc(=O)[nH]2)cc1 | 4.61*
132 | CC(O)c1nc2ccccc2n1C/C=C/c1ccccc1 (stereo not given) | 0.77
133 | Cc1ccc(-c2nc(-c3ccccn3)no2)c(Cl)c1 | -0.73
134 | O=C(Nc1ccc(-c2nc3cc(Cl)ccc3o2)cc1)c1ccc([N+](=O)[O-])o1 | 1.21
135 | CCOc1cc(C(F)(F)F)c(C(=O)N(CC)c2ccc(Cl)cc2)cn1 | -1.23
136 | CC12CN3CC(C)(CN(C1)C3c1ccc(O)c(O)c1)C2=O (stereo not given) | -0.39

# These rows are one share of the data; count on the stated rates, not on these rows.
